Assay outcomes: PubChem, ICCB-Longwood Screening Facility, Harvard Medical School
PV pol inh: poliovirus RNA polymerase inhibition; % elongation, % (compound at 16.7 µg/mL); poliovirus polymerase elongation, fluorescence polarization; hits give low values; P03300; AID 588519; 0.66% of 150,000 active; in the data active = % elongation below about 90%; also: some results filed as inactive read as strong as hits
Target sequence (P03300 1749-2209 limits assumed): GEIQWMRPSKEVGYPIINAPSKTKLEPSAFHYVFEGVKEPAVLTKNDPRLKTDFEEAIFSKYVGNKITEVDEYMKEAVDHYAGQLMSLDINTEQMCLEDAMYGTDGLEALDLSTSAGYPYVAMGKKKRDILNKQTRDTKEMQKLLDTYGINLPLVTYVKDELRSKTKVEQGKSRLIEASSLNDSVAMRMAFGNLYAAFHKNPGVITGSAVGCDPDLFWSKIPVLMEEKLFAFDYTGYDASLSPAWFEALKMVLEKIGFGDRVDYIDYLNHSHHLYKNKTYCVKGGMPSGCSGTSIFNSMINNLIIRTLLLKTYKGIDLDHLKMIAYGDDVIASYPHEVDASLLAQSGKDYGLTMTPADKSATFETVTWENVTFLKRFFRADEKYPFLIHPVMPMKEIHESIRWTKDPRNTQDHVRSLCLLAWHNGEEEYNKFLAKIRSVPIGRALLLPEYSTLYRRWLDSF
PV pol inh FP z-score: recorded beside PV pol inh, whose call it bears; z-score; measured here: FP z-score; hits read low
Starred values were filed as active, the others as inactive; & = joins results of further samples.

Values run as follows: PV pol inh, PV pol inh FP z-score
- CCC1CCCCN1C(=O)Cn1c(=O)n(Cc2ccccc2)c(=O)c2c3c(sc21)CCC3 (stereo unspecified)
→ 101, -0.1
- NC(=O)NN=C1c2cc(S(=O)(=O)NCCO)ccc2-c2ccc(S(=O)(=O)NCCO)cc21
→ 100, -0.4
- O=C(Oc1ccc(-c2csnn2)cc1)c1cc(C(F)(F)F)cc(C(F)(F)F)c1
→ 106, 0.4
- N#C/C(C(=O)Nc1ccc(Cl)cc1)=C1/SCC(=O)N1c1ccccc1
→ 101, -0.1
- COC(=O)c1cn(CC(=O)Nc2ccc(OC)cc2)c2ccccc12
→ 104, 0.8
- CCn1c(=O)cc(OCC(=O)N2CCCC2)c2ccccc21
→ 99, -1.7
- CCC1CCCCN1C(=O)CSc1nnc(CNC(=O)c2ccco2)o1 (stereo unspecified)
→ 100, -0.3
- C=CCC(NC(C)c1ccco1)c1ccccc1 (stereo unspecified)
→ 101, -0.3
- CC(=O)Nc1ccc(NC(=O)C(Cc2ccccc2)N2Cc3ccccc3C2=O)cc1 (stereo unspecified)
→ 104, -0.7
- CCCn1c(=NC(=O)c2cccs2)sc2cc(S(C)(=O)=O)ccc21
→ 101, -0.3
- COc1ccc(C(=O)OCC(=O)c2cc3c4c(c2)CC(=O)N4CCC3)cc1Br
→ 102, 0
- CCCOc1ccc(C(=O)Nc2ccc(Cl)c(-c3nc4ncccc4o3)c2)cc1
→ 105, 0.3
- CCNC(=O)c1cccc(OC(C)C)c1
→ 103, 0.4
- NC(=O)CN(CC(N)=O)S(=O)(=O)c1ccccc1
→ 101, 0.5
- O=C(c1ccc(C(=O)N2CCOCC2)s1)N1CCOCC1
→ 99, -0.4
- CC(Oc1ccccc1)C(=O)Nc1nnc(S(=O)(=O)N2CCCCCC2)s1 (stereo unspecified)
→ 102, -1.5
- O=C(N/N=C1/CCSc2ccc(F)cc21)C1CC1
→ 102, 0
- O=C(c1ccc(Cl)cc1)N1c2ccccc2OC1c1ccc2c(c1)OCO2 (stereo unspecified)
→ 104, 0.6
- CCOC(=O)c1c(C)[nH]c(CCC(=O)NCc2cccc(C)c2)c1C
→ 113, 0.9
- CCc1c(C)nc2cc(-c3cc(OC)cc(OC)c3)nn2c1NCCCN1CCOCC1
→ 102, 0.4
- CCCC(=O)Nc1ccc2[nH]c(=O)[nH]c2c1
→ 106, 0.3
- O=C(NCc1cccnc1)C1c2ccccc2C(=O)N1C1CCCC1 (stereo unspecified)
→ 103, 0.2
- Cc1nn(-c2ccccc2)c(Cl)c1C(=O)NCc1ccco1
→ 102, 0.2
- Cc1ccc(Cl)cc1NC(=O)/C(C#N)=C\c1cn(Cc2ccc(F)cc2)c2ccccc12
→ 104, 0
- COc1ccc(OC)c(C(O)c2coc3ccc(O)c(CN(C)C)c23)c1 (stereo unspecified)
→ 104, 1
- N#C/C(=C\c1cc(Br)c(O)c(Br)c1)C(N)=O
→ 100, -0.1
- COC(=O)c1ccc(NC(=S)N(CC(C)C)CC(C)C)cc1
→ 94, -0.8
- CCCCS(=O)CSc1nc(-c2ccc(OC)cc2)cc(-c2ccccc2)c1C#N (stereo unspecified)
→ 102, 0.2
- Cc1cc(=O)n(CC(=O)N2CCCCC2)c2c1c(C)nn2C
→ 104, -0.1
- O=C(O)CCCCn1c(=S)[nH]c2ccsc2c1=O
→ 100, -0.2
- Cc1nc2scc(-c3ccccc3)c2c(=O)n1/N=C/c1ccco1
→ 104, 0.2
- Cc1ccc(C(=O)CSc2[nH]c(=O)ncc2C)cc1
→ 101, -0.4
- CC(C)(C)NCC(O)COc1ccccc1C1CCCC1 (stereo unspecified)
→ 99, -0.6
- O=C(COC(=O)c1ccccc1Cl)NC1CCCC1
→ 106, 0.2
- COC(=O)c1ccc(COC(=O)C23CC4CC(CC(O)(C4)C2)C3)o1
→ 107, 0.5
- Cc1ccc(NC(=O)CN2C(=O)CC(c3ccccc3)C2=O)cc1C (stereo unspecified)
→ 99, -0.9
- Cc1ccc(-c2cn3cccc(C)c3n2)cc1NS(=O)(=O)c1ccccc1
→ 105, -0.4
- Cc1cc(N2CCN(C)CC2)nc2ccc(NC(=O)c3ccc(C(C)(C)C)cc3)cc12
→ 101, -1.2
- CC(CC#N)C(=O)c1ccc(Cl)cc1 (stereo unspecified)
→ 100, -0.3
- COc1ccc2c(c1)CCc1c(C(=O)Nc3cc(C)n(Cc4ccc(Cl)cc4)n3)noc1-2
→ 102, 0.1
- COC(=O)c1sc(-c2ccccc2)cc1NC(=O)Nc1ccccc1Cl
→ 106, 0
- CCC(C)OC(=O)C(C)Oc1ccc2c3c(c(=O)oc2c1)CCC3 (stereo unspecified)
→ 100, -0.2
- N#CC1=C(N)N=C(SCC(=O)Nc2nccs2)C(C(N)=O)C12CCCCC2 (stereo unspecified)
→ 101, -0.1
- Cc1ccc(C)c(-n2nnnc2SCC(=O)Nc2cc(C(N)=O)cc(C(N)=O)c2)c1
→ 102, 0.1
- COC(=O)c1sccc1NC(=O)CC1(CC(=O)O)CCCC1
→ 101, -0.5
- NCCc1nc2ccc(Cl)cc2[nH]1
→ 103, 0.7
- CN(C(=O)CSc1cn(CC(=O)N2CCOCC2)c2ccccc12)c1ccccc1
→ 120, 0.5
- CCOc1ccccc1CNC(=O)CN1C(=O)CCn2nc(-c3cn(C)c4ccccc34)cc21
→ 106, -0.1
- Cc1ccc2c(c1)c1c(c(=O)n(Cc3ccccc3)c(=O)n1Cc1cccc(F)c1)n2C
→ 108, 0.1
- CCOC(=O)COc1ccccc1/C=N/O
→ 102, 0.6
- CC(C)(C)c1nn2cnnc2n(/N=C/c2ccccc2)c1=O
→ 105, 0.8
- COCCn1c(SCC(=O)c2ccc3c(c2)CCCN3S(C)(=O)=O)nc2ccccc21
→ 109, -0.1
- O=C(Oc1cc(=O)oc2c1c(=O)n1c3c(cccc23)CC1)c1ccccc1
→ 107, 0.4
- CCc1ccc(/C=N/N2CCOCC2)cc1
→ 101, -0.1
- COc1ccc(N2CCN(C(=O)Cn3cnc4sc(C)c(S(=O)(=O)N5CCC(C)CC5)c4c3=O)CC2)cc1
→ 106, 0.3
- O=c1c2cc3c(=O)n(Cc4cccs4)ccc3nc2ccn1Cc1cccs1
→ 98, -0.9
- Cc1cc(C)c(/C=C/c2onc(C)c2S(=O)(=O)N2CCC(C(=O)NCc3ccco3)CC2)c(C)c1
→ 104, -0.7
- COc1ccccc1N(Cc1c(C)noc1C)S(=O)(=O)c1cccs1
→ 107, 0.7
- O=C(Oc1ccc2ccccc2c1)N1CCOCC1
→ 102, 0.1
- O=C(Cn1ncc2c([nH]c3ccccc32)c1=O)Nc1ccc(F)cc1F
→ 104, 0.3

(continued)
Values run as follows: PV pol inh, PV pol inh FP z-score
- O=C(CSc1nc2c([nH]c3ccccc32)c(=O)n1-c1ccc(Cl)cc1)c1ccccc1
→ 101, -1.5
- N#C/C(=C(/O)C(F)(F)F)c1nc2ccccc2[nH]1
→ 102, 0.1
- COc1ccc(NC(=O)CN2CCCN(Cc3ccc(Cl)cc3)S2(=O)=O)cc1Cl
→ 102, -0.9
- COC(=O)CON1C(=O)c2ccccc2C1=O
→ 103, 0.5
- CC1(C)C(=O)N(CC(=O)Nc2cccc(F)c2)c2ccc(S(=O)(=O)N3CCCCC3)cc21
→ 101, -1.5
- CC(NC(=O)OC(C)(C)C)c1ccccc1 (stereo unspecified)
→ 105, 1.5
- CCc1c(C)c(C#N)c2nc3ccccc3n2c1NC1CCCC1
→ 101, -0.2
- COc1ccc(Br)cc1C(=O)Nc1ccc(-c2nc3ncccc3o2)cc1C
→ 103, -0.1
- Cc1ccc(-c2nnc(NC3CCCC3)s2)cc1
→ 103, 0.2
- CC1(C)NC(=O)N(CC(O)CN2C(=O)NC(C)(C)C2=O)C1=O
→ 100, -0.7
- CCN(CC)C(=S)SSC(=S)N(CC)CC
→ 99&98, -0.4&-0.6
- CC(=O)Nc1ccc(Nc2ncnc3c2c(-c2ccccc2)cn3-c2ccc(C)c(Cl)c2)cc1
→ 106, -0.1
- CCOC(=O)C1=C(C)N(C)C(=S)N(C)C1c1ccc(OC)cc1 (stereo unspecified)
→ 103, 0.1
- CN(C)S(=O)(=O)c1cccc(COc2ccc(C#N)cc2)c1
→ 100, -0.4
- COc1ccc(C(=O)n2c(=S)nc3cc(C)ccn32)cc1
→ 79*, -3.3*
- CCOC(=O)c1ccc(CNS(=O)(=O)c2ccc(S(=O)(=O)N3CCOCC3)cc2)o1
→ 107, 0.4
- CN(C)S(=O)(=O)c1ccc(=O)n(CC(=O)N2CC(=O)Nc3ccccc32)c1
→ 106, 0.5
- Cc1ccc(C2Nc3ccccc3-n3c(-c4ccccc4)c4c(=O)n(C)c(=O)n(C)c4c32)cc1 (stereo unspecified)
→ 105, -0.2
- CCC(NC(=O)Nc1cc(Cl)ccc1OC)c1c(-n2cccc2)sc2c1CCN(C)C2 (stereo unspecified)
→ 114, 0.7
- CCCC1(C)SC(NC(C)=O)=NN1C(C)=O (stereo unspecified)
→ 99, -0.3
- COc1ccc(NC(=O)[C@H](Cc2ccccc2)N2Cc3ccccc3C2=O)cc1OC
→ 103, -0.8
- CC(C)(C)c1c(O)[nH]c(=S)[nH]c1=O
→ 97, -0.2
- COc1ccc2oc(=O)c(C(=O)NCc3cccnc3)cc2c1
→ 104, 0.5
- Cc1ccc(C)c(N2CCN(C(=O)CN3C(=O)CSc4c3c(C)nn4-c3ccccc3)CC2)c1
→ 111, 1.2
- COc1cccc(-c2cc(C(F)(F)F)nc(-n3nc(C)c(Br)c3C)n2)c1
→ 103, -0.5
- CC(=O)Nc1ccc(NS(=O)(=O)c2ccc3c(c2)CC(C)N3C(=O)C2CCC2)cc1 (stereo unspecified)
→ 109, 0.6
- O=C1OC2(O)c3ccccc3C(=O)N2c2ccccc21 (stereo unspecified)
→ 104, 0.4
- CC(=O)c1ccc(N2CCN(C(=O)CCCCn3c(=O)[nH]c4ccccc4c3=O)CC2)cc1
→ 112, 1.1
- Cc1cc(C(=O)N2CCC(Cc3ccccc3)CC2)c(C)o1
→ 100, 0
- COc1ccc(-c2nnc(SC(C)C(=O)O)o2)cc1 (stereo unspecified)
→ 108, 0.8

Of the compounds above, 4 have bromine.
Values run as follows: PV pol inh, PV pol inh FP z-score
- COc1ccc(C(=O)OCC(=O)c2cc3c4c(c2)CC(=O)N4CCC3)cc1Br
→ 102, 0
- N#C/C(=C\c1cc(Br)c(O)c(Br)c1)C(N)=O
→ 100, -0.1
- COc1ccc(Br)cc1C(=O)Nc1ccc(-c2nc3ncccc3o2)cc1C
→ 103, -0.1
- COc1cccc(-c2cc(C(F)(F)F)nc(-n3nc(C)c(Br)c3C)n2)c1
→ 103, -0.5

Reprinted at random: 5 entries already listed
Values run as follows: PV pol inh, PV pol inh FP z-score
- COC(=O)c1cn(CC(=O)Nc2ccc(OC)cc2)c2ccccc12
→ 104, 0.8
- Cc1ccc(Cl)cc1NC(=O)/C(C#N)=C\c1cn(Cc2ccc(F)cc2)c2ccccc12
→ 104, 0
- COc1ccc2oc(=O)c(C(=O)NCc3cccnc3)cc2c1
→ 104, 0.5
- Cc1nc2scc(-c3ccccc3)c2c(=O)n1/N=C/c1ccco1
→ 104, 0.2
- COCCn1c(SCC(=O)c2ccc3c(c2)CCCN3S(C)(=O)=O)nc2ccccc21
→ 109, -0.1

(more compounds)
Values run as follows: PV pol inh, PV pol inh FP z-score
- COc1ccc(CCNC(=O)C2CCCN(C(=O)N(C)C)C2)c(OC)c1 (stereo unspecified)
→ 99, -0.3
- O=C(Cn1nc(N2CCN(c3ccccc3)CC2)ccc1=O)NCc1ccccc1F
→ 108, 0.3
- COC(=O)c1cc2c(s1)CS(=O)C2 (stereo unspecified)
→ 101, -0.5
- N#Cc1ccc(COC(=O)CSC2CCS(=O)(=O)C2)cc1 (stereo unspecified)
→ 105, 0.2
- N#Cc1nc2c(-c3nc4ccccc4[nH]3)c(N)n(Cc3ccccc3)c2nc1C#N
→ 102, 0.1
- Cc1cc(C)c(C#N)c(SCSCc2ccccc2)n1
→ 105, 0.6
- Cc1cc(Cl)c(S(=O)(=O)Nc2ccccc2)cc1OCC(=O)Nc1nncs1
→ 101, 0.4
- CCOC(=O)c1ccc(NC(=O)Cc2ccc(-n3c(CC)nc4cccnc43)cc2)cc1
→ 108, 0.2
- Cc1nc(C)c(C(=O)Nc2ccccc2)s1
→ 101, 0.1
- O=C(Cc1ccc(Cl)cc1)Nc1ccc2nn(-c3ccccc3)nc2c1
→ 107, 0.2
- CN(C(=O)Cc1cccs1)c1ccccc1
→ 102, -0.4
- CCN(CC)c1ccc(C(F)(F)F)cc1N
→ 102, -0.4
- CCOC(=O)c1c(NC(=O)CSc2nnc(-c3ccco3)o2)sc(C)c1C
→ 100, 0.1
- CC(C)C(=O)NCCCc1ccccc1
→ 101, 0.2
- O=C(NCCN1C(=O)C2C3C=CC(C3)C2C1=O)NCc1ccccc1 (stereo unspecified)
→ 102, 0
- CCOc1ccccc1NC(=O)CN1CCC(NC(=O)Nc2ccccc2)CC1
→ 102, 0.1
- CCCn1c(SCC(=O)C(C)(C)C)nc2ccccc21
→ 102, 0.3
- CCN(CC)c1ncnc2ccc(Br)cc12
→ 101, 0
- Cc1ccc(C(=O)c2c(N)c(C(=O)Nc3cccc(C(F)(F)F)c3)c3ccccn23)cc1
→ 110, 0.6
- C/C(=N\NC(N)=O)c1ccc(NC(=O)c2ccc(F)cc2)cc1
→ 101, -0.1
- COc1ccc2c(c1)c(=O)oc1c(C)c(OC(C(=O)O)c3ccccc3)ccc12 (stereo unspecified)
→ 102, 0.2
- Cc1ccc(N2CCN(C(=O)c3cnn(-c4ccc(C)c(C)c4)c3C3CCNCC3)CC2)c(C)c1
→ 74*, -2.4*
- Cc1cc2[nH]c(=O)c(=O)[nH]c2cc1S(=O)(=O)NCc1ccccc1
→ 101, -0.2
- COCC(C)NCc1ccccc1OC (stereo unspecified)
→ 100, -0.3
- CCc1ccc(NC(=O)N2CCC(N3CCN(Cc4ccc(C)cc4)C(=O)C3=O)CC2)cc1
→ 105, -0.4

The list is partial; rates above refer to the full screens.
